Screening data from PubChem.
XBP1 UPR activ – activators of adaptive XBP1 UPR arm, primary screen, cell-based, CHO-XBP1 luciferase reporter, luminescence, uHTS; activation, % at 20 µM; 330,000 compounds, 0.33% hits; IRE1-XBP1 UPR activation; percent of tunicamycin response, DMSO as zero;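 active means versus positive control, 20 µM dose yields 30% or more activation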;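 further: 100% = tunicamycin at 10 µg/mL and 0% = DMSO only wells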
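Material – CHO cell line with stable XBP1 luciferase reporter · Buffer or medium – F12 plus 10% FBS · Compound – single point, 20 µM final compound, 1% DMSO · Schedule – 16-18 h cell attachment at 37 °C, then 6 h compound exposure · Signal – Steady-Glo luminescence read · Benchmarks – high control tunicamycin 10 µg/mL final, low control DMSO vehicle only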
APJ antag – antagonists of human apelin receptor APJ, primary screen, CHO-K1 cells, beta-arrestin complementation, luminescence. inhibition, % at 20 µM. 330,000 compounds, 0.32% hits. AID 2521, 2010;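 active means inhibition above about 40% at 20 µM, limit read from the data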;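 further: cells challenged with 10 nM apelin-13 agonist together with compound; plate controls were apelin-13 plus DMSO wells for no effect and DMSO wells lacking apelin-13 for full effect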
697 NFkB inh – inhibitors of PMA/ionomycin-induced NF-kB reporter, 697 cells, primary screen, B-cell NF-kB inhibitor project, cell-based, luminescence, uHTS | AID 435022, 2010 | inhibition, % at 4 µM | 330,000 compounds, 0.33% hits | 697 B-cell NF-kB luciferase reporter, 16 h; in the data active means inhibition above about 35%
Mdm2-MdmX inh – inhibitors of human Mdm2-MdmX association, primary screen, cell-based, luminescence, split luciferase, SaOS-2, uHTS; Protein Mdm4 (Homo sapiens) + E3 ubiquitin-protein ligase Mdm2 (Homo sapiens), …; inhibition, % at 8 µM; 330,000 compounds, 3% hits; AID 485346, 2010; SaOS-2 split-luciferase Mdm2/MdmX complementation;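 active means inhibition of at least 50% at 8 µM in the primary screen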
Target sequence (O15151 whole entry, looked up): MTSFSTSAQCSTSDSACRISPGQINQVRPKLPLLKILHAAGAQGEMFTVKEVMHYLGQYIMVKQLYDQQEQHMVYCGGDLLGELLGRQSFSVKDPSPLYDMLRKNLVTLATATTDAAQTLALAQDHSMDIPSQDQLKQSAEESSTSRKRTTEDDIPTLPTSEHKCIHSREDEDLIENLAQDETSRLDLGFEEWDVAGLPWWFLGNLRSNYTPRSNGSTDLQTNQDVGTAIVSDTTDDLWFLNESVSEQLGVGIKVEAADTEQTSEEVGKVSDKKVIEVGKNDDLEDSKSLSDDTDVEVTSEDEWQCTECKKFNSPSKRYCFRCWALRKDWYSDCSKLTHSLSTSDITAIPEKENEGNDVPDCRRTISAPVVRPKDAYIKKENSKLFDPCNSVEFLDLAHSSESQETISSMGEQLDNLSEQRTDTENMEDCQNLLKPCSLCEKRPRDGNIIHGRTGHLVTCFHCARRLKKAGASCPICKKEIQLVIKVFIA
Target sequence (Q00987 whole entry, looked up): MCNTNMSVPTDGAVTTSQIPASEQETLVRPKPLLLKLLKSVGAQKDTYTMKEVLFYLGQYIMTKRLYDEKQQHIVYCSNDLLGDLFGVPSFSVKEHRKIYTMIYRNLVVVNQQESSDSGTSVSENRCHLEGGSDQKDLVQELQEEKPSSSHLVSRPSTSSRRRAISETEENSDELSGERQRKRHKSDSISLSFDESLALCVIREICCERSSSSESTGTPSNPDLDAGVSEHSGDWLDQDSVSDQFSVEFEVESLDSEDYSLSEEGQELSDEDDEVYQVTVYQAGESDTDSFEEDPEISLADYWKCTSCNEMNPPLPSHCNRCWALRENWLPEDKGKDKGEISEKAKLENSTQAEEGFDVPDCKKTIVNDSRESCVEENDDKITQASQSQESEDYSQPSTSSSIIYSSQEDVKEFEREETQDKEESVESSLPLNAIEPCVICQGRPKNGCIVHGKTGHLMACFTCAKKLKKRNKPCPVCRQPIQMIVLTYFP
APJ ag – agonists of human apelin receptor APJ, primary screen, CHO-K1 cells, PathHunter beta-arrestin, luminescence; P35414; 0% DMSO wells, 100% apelin; activation, % at 20 µM; 330,000 compounds, 0.11% hits; AID 2520, 2010;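 active means activation more than six SD over the plate average, tested at 20 µM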;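 further: 0% = DMSO alone and 100% = apelin-13 at 10 nM; some results filed as inactive read as strong as hits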
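Test system – PathHunter CHO-K1 APJ (AGTRL-1) beta-arrestin reporter cells · Input – 1000 cells/well · Compound – single test compound dose, 20 µM final, 1% DMSO · Times – compound stimulation 90 min at 25 °C, detection 60 min · Technique – beta-gal luminescence · Read-out basis – APJ–arrestin association signal · Control set – negative DMSO alone, positive Apelin-13 at 10 nM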
tim23-1 inh – growth inhibitors of tim23-1 mutant yeast, primary screen, luminescence, uHTS. S. cerevisiae tim23-1 growth, BacTiter-Glo luminescence, 24 h. inhibition, % at 20 µM. 330,000 compounds, 1.3% hits;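 active means growth inhibition of the mutant yeast at or above 50%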;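 further: temperature-sensitive mutant grown at 25 °C; plate controls were DMSO-treated mutant yeast for no effect and medium wells lacking yeast for full effect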
UPR CHOP act – activators of apoptotic CHOP UPR arm, primary screen, cell-based, CHO-CHOP luciferase reporter, luminescence, uHTS; UPR activation; percent of tunicamycin response over DMSO baseline; activation, % at 10 µM; 330,000 compounds, 0.34% hits; AID 449763, 2010;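 active means at 10 µM dose, activation of 40% or more, normalized to positive control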;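 further: 100% = tunicamycin at 10 µg/mL and 0% = DMSO alone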
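measured by = luciferase luminescence | assay system = CHO-CHOP cells, stable luciferase reporter of PERK-eIF2a-CHOP signalling | amount = 500 reporter cells seeded per well | timing = 6 h compound exposure at 37 °C after overnight seeding | controls = positive tunicamycin 10 µg/mL, negative DMSO alone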
Jurkat NFkB inh – inhibitors of induced NF-kB luciferase reporter, primary screen, TCR NF-kB activation inhibitor project, cell-based, luminescence, uHTS. Jurkat, PMA/ionomycin-induced NF-kB luciferase reporter. inhibition, % at 4 µM. 330,000 compounds, 0.53% hits; in the data active means inhibition above about 50%
An asterisk follows results filed as active. Rows were taken by chance, and some 5% of all compounds hit somewhere here.

SMILES,UPR CHOP act,APJ ag,XBP1 UPR activ,APJ antag,Mdm2-MdmX inh,697 NFkB inh,tim23-1 inh,Jurkat NFkB inh
COc1ccc(CCN2CNc3c(c(=O)n(C)c(=O)n3C)C2)cc1OC,-0.1,4,0,4,19,-24,-3,-2
COc1ccc(S(=O)(=O)N(C)C[C@H]2Oc3ccc(NC(=O)Nc4ccc(C(F)(F)F)cc4)cc3C(=O)N([C@H](C)CO)C[C@@H]2C)cc1,0.5,0,-3,13,74*,15,16,-11
CCCCCOc1ccc(NC2=CC(=O)CCC2)cc1,-0.5,-3,-2,-9,25,5,10,-5
N#C/C(=C\Nc1ccc2c(c1)OCCO2)c1nc2ccccc2[nH]1,2.8,2,7,-13,36,-53,-1,-16
CCc1nn(CC(=O)N(C)C2CCCCC2)c(=O)c2cc3cc(C)ccc3n12,3.3,-3,-4,9,-18,-20,11,0
CC(C)OCCCNC(=O)c1cc(S(=O)(=O)N2CCCCC2)c[nH]1,1.6,-1,1,-56,4,8,14,6
COc1ccc(OC)c(-c2nnc(SCC(=O)N3CCCc4ccccc43)o2)c1,-0.6,4,-4,15,9,-8,30,-7
O=C(COC(=O)C1CCC1)Nc1ccc(Cl)cn1,-0.3,-2,-2,5,16,-6,8,-12
CC(=O)NC12CC3CC(C1)CC(C(=O)OCC(=O)NC(=O)c1cccn1C)(C3)C2,1.3,5,-1,-4,-7,5,18,7
NC(=O)CC(NC(=O)c1ccccc1)c1ccc(NCCc2cccc(F)c2)c([N+](=O)[O-])c1 (stereo not drawn),0.5,-4,-1,14,11,-4,1,3
COc1ccc(CN2CCCCC2C(=O)Nc2ccc(OC)c(OCC(C)C)c2)cc1OC (stereo not drawn),-0.1,1,-3,9,20,-9,19,-1
CN(C)S(=O)(=O)c1cc(S(=O)(=O)N(C)C)c(Cl)cc1N,-2.8,-5,0,-9,-1,17,10,-15
CCc1ccc(-c2cc3c(=O)n(CC(=O)NCCCN4CCN(C)CC4)ncn3n2)cc1,-1.3,0,-6,20,-29,-80,21,-68
COc1cc(NC(=O)C2CCCCN2)ccc1OCC(C)C (stereo not drawn),-1.9,-2,5,6,5,6,7,-9
O=C(NCCc1ccc(Cl)cc1)C1CC(=O)N(C2CCCCC2)C1 (stereo not drawn),1.7,-4,7,-4,16,7,23,13
Cc1ncc(S(=O)(=O)C(C)(C)C)c(N)n1,-2.3,-2,-2,15,-5,6,13,-5
CCCC(=O)NCCc1cc2ccc(C)c(C)c2[nH]c1=O,1.7,-3,7,10,14,15,2,3
CCN(C[C@H]1N[C@@](Cc2ccccc2)(C(=O)OC)[C@H]2C(=O)N(Cc3ccccc3)C(=O)[C@@H]12)C(=O)c1ccc(C)cc1,-1.3,-2,0,4,1,3,7,5
Cc1cc(O)cc(=O)n1Cc1ccco1,-0.1,-4,-2,9,19,8,5,-4
Cc1nc(N2CCN(c3ccc(Cl)cc3)CC2)[nH]c(=O)c1C,-0.1,-4,-6,5,1,17,13,17
COC(=O)c1ccc(C(=O)OC)c(NC(=S)N2CCCC2)c1,1.4,0,-1,9,6,-29,17,-3
CCOC(=O)Cc1csc(NC(=O)COc2ccccc2OC)n1,-1.2,-3,3,11,12,-4,22,-15
CC(C(=O)N(C)Cc1cccc(F)c1)N1CCN(S(=O)(=O)c2ccc3c(c2)OCCCO3)CC1 (stereo not drawn),2.0,6,-5,-2,11,2,26,-1
COc1cc(/C=N/NC(=O)C(=O)NCc2ccco2)cc(Cl)c1O,1.2,-2,1,10,-3,8,5,10

3 of these compounds in a different format:
smiles: COC(=O)c1ccc(C(=O)OC)c(NC(=S)N2CCCC2)c1
  UPR CHOP act: 1.4
  APJ ag: 0
  XBP1 UPR activ: -1
  APJ antag: 9
  Mdm2-MdmX inh: 6
  697 NFkB inh: -29
  tim23-1 inh: 17
  Jurkat NFkB inh: -3
smiles: Cc1cc(O)cc(=O)n1Cc1ccco1
  UPR CHOP act: -0.1
  APJ ag: -4
  XBP1 UPR activ: -2
  APJ antag: 9
  Mdm2-MdmX inh: 19
  697 NFkB inh: 8
  tim23-1 inh: 5
  Jurkat NFkB inh: -4
smiles: CC(C(=O)N(C)Cc1cccc(F)c1)N1CCN(S(=O)(=O)c2ccc3c(c2)OCCCO3)CC1 (stereo not drawn)
  UPR CHOP act: 2.0
  APJ ag: 6
  XBP1 UPR activ: -5
  APJ antag: -2
  Mdm2-MdmX inh: 11
  697 NFkB inh: 2
  tim23-1 inh: 26
  Jurkat NFkB inh: -1

(next part)
SMILES,UPR CHOP act,APJ ag,XBP1 UPR activ,APJ antag,Mdm2-MdmX inh,697 NFkB inh,tim23-1 inh,Jurkat NFkB inh
Cc1ccsc1C(=O)NNC(=O)COc1ccc(Br)cc1,-1.6,-2,15,-1,18,15,-7,-5
Cc1cc(NC(=O)CN2CCC(O)(c3cccc(F)c3)CC2)no1,-2.3,4,0,1,2,-4,7,-9
Cc1ccc(OCC(=O)N2CCN(C(=O)c3cccc(F)c3)CC2)cc1,0.4,-2,-2,9,6,6,12,8
CCOC(=O)c1c(C)nc2c(C)cccn12,-0.3,-2,-4,4,14,-3,-1,5
COC(=O)c1ccc(CSC2=NCCS2)cc1,3.5,-3,5,1,-65,0,16,-69
CC(=O)Oc1c(C)c(=O)n(C)c2ccccc12,0.4,-3,-2,0,39,14,14,11
CCOc1ccc(NC(=O)CCCn2nc(C)c3c(C)n(-c4ccccc4)nc3c2=O)cc1,0.4,-3,-3,-6,-1,12,14,11
COCCn1cc(C(=S)N2CCCCC2)c2ccccc21,0.6,-3,6,-13,8,-12,21,-10
COc1ccccc1NC(=S)NNC(=O)c1nn(C)c(C)c1Cl,-0.1,-1,1,17,-9,-5,21,3
COC(=O)CN(c1ccccc1OC)S(=O)(=O)c1ccccc1,-0.7,-5,-2,-22,25,5,12,0
CCOC(=O)CC1(NC(=O)C2CCC(=O)N(Cc3ccccc3F)C2)CCCCC1 (stereo not drawn),2.4,6,-1,-12,-9,-23,-12,-22
CNc1nc(NCc2ccccc2)nc(N)c1[N+](=O)[O-],0.5,-1,0,17,18,28,12,-9
CC(C)(C)c1ccccc1NC(=O)CN1C(=O)NC2(CCCCCC2)C1=O,-0.8,-4,-1,1,-4,-2,-5,-10
COCCCN1CN(S(=O)(=O)c2ccc(C)cc2C)c2nc3ccccc3nc21,-0.3,2,-5,15,-5,-1,13,1
O=C(NC1CCCN(Cc2ccc(Cl)cc2)C1)c1ccoc1 (stereo not drawn),-2.2,-2,-4,11,18,8,14,8
COc1cccc(NC(=S)N2CCn3c(nc4ccccc43)C2)c1,0.7,-3,-3,11,-3,7,13,4
Cc1cc(=O)c(C(=O)c2ccccc2)c(C)o1,0.8,-3,2,17,13,9,-17,0
N#Cc1ccc(OCc2nnc(SCC(=O)N3CCCc4ccccc43)n2-c2ccccc2)cc1,8.3,4,-2,-11,16,7,27,2
Cc1nc(N)sc1Cc1ccc2c(c1)OCO2,-3.6,3,1,-1,10,4,2,4
O=C(Nc1ccc(N2CCN(C(=O)c3cccs3)CC2)cc1)c1ccccc1F,0.2,-3,-3,1,11,-18,14,31
COc1ccc(N2CCN(CCCNS(=O)(=O)c3ccc4c(c3)oc(=O)n4C)CC2)cc1,-0.1,-5,-1,-8,27,-4,-4,-17
Cc1ccc(NC(=O)CN(C)C(=O)CSc2nc3ccccc3o2)cc1,0.0,-2,1,7,-15,-12,20,15
CC[C@@H]1C=C(C(=O)O)[C@H](c2ccc(C)cc2)N1S(=O)(=O)c1ccc(C)cc1,0.0,-4,2,-3,-4,-2,18,-11
C=CCOc1ccc(/C=N/NC(=O)C(=O)Nc2ccccn2)cc1OC,3.6,-1,0,-7,13,11,10,-1
Cc1cc(C(=O)O)ccc1-n1c(C)cc(/C=C2\SC(=O)NC2=O)c1C,1.1,-1,-4,11,4,-10,17,-20
O=C(C1CCCO1)N1CCN(S(=O)(=O)c2cc(F)ccc2F)CC1 (stereo not drawn),2.0,-2,-4,20,1,1,10,15
COc1ccc2[nH]c3c(N4CCc5ccccc5C4)ncnc3c2c1,14,20,12,-19,76*,-81,49,35
Cc1cccc([N+](=O)[O-])c1NC(=O)COC(=O)C1CCCO1 (stereo not drawn),-1.4,-4,0,-9,9,12,-6,-5
CCOc1ccc(CCNC(=O)CSc2nnnn2C)cc1OCC,-0.4,-1,-1,4,22,21,12,20
Cc1cc(C)cc(S(=O)(=O)c2cnc3ccccc3n2)c1,-0.7,-2,-4,-5,24,-8,20,-6
O=C(O)c1ccc(CNCc2cccc(Oc3ccccc3)c2)cc1,-1.1,-4,-4,18,-10,1,3,9
COC(OC)C12c3ccccc3C(c3ccccc31)C1C(=O)N(c3cccnc3)C(=O)C12 (stereo not drawn),-0.1,1,1,-12,2,-9,21,-3
COC(=O)C1CCN(CC(=O)NC(=O)NC2CCCCC2)CC1,0.1,-3,-2,-1,-6,-3,11,-1
COC(=O)c1ccc(CSc2ncnc3ccccc23)o1,-1.1,-2,1,-54,28,8,1,-15
O=C(CNC(=O)c1ccc(S(=O)(=O)N2CCCC2)cc1)N/N=C/c1ccc(Cl)cc1Cl,0.1,-3,-2,-4,26,17,4,15
CCNC(=S)Nn1cnc2ccccc21,-1.2,-4,-2,-18,-15,-10,6,-5
CCN(CC)CCNc1oc(-c2ccccc2)nc1S(=O)(=O)c1ccccc1,3.4,-3,1,-7,1,-10,-7,-13
